Pol kappa inh: DNA polymerase kappa (human) inhibition; Q9UBT6; AID 588579; purified Pol kappa, fluorescent DNA synthesis assay, 10 min; Potency, µM (series often up to 107 µM), inactives show top-dose activity, negative = inhibition, actives largely listed as inhibitors; 0.53% of 400,000 active; note: potency is the fitted concentration of half-maximal effect; % is set by controls: 0 for no effect and ±100 for the full control effect
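First, compounds were pin-transferred onto 10 nM Pol kappa. After 15 min at room temperature, substrate was added to 50 nM final. Fluorescence was then measured kinetically at 0 and 10 min.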
Pol eta inh: DNA polymerase eta (human) inhibition | recombinant Pol eta, fluorescent DNA replication assay | 1.2% of 390,000 active | Q9Y253 | Potency, µM (top dose mostly 114 µM), inactives show at the highest dose activity change, negative = inhibition, actives largely listed as inhibitors; note: potency is the fitted concentration of half-maximal effect; % is set by controls: 0 for no effect and ±100 for the full control effect
Target sequence (Q9Y253 whole entry, looked up): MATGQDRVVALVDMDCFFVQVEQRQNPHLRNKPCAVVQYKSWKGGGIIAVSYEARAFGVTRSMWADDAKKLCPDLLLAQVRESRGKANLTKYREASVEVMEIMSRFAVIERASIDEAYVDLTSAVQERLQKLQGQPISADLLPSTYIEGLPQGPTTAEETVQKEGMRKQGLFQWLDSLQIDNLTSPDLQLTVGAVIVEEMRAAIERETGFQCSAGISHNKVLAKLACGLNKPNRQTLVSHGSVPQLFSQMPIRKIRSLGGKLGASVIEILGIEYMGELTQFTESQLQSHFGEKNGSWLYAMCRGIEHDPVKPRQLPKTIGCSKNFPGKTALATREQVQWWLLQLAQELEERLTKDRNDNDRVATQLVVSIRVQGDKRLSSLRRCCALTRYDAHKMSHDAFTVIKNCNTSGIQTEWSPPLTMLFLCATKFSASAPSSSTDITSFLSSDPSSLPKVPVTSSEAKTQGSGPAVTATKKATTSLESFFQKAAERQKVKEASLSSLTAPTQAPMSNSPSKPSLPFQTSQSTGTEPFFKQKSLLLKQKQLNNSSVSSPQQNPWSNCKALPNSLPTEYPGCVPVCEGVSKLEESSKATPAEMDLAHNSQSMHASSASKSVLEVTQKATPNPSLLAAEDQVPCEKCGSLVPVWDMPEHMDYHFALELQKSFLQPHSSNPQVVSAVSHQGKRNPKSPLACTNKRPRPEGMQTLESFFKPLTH
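Fluorescent replication assay: 50 nM final substrate added after a 15 min room-temperature compound preincubation with 10 nM enzyme. Signal taken at 0 min and again at 10 min.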
RGS4 inh: inhibitors of human regulator of G protein signaling 4; Transcreener GDP fluorescence polarization, RGS4-accelerated GTP hydrolysis; Potency, µM (highest dose often 114 µM), inactives show top-dose activity change, negative = inhibition, most hits filed as inhibitors; 0.039% of 390,000 active; AID 504845; note: potency is the fitted concentration of half-maximal effect; % is set by controls: 0 for no effect and ±100 for the full control effect; nearly all actives have a fitted effect of over 75% in size; some results filed as inactive show a strong effect at the top dose
Target sequence (P49798 whole entry, looked up): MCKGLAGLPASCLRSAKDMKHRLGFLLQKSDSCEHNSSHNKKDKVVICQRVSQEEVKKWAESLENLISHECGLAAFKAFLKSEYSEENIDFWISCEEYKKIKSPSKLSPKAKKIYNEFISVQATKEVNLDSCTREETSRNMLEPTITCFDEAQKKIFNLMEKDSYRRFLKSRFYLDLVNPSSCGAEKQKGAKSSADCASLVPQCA
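MLSMR compounds (23 nl, pin-transferred) preincubated 10 min at room temperature with a 500nM (2x) first reagent, then RGS4 at 900nM (2x) plus Transcreener GDP mix added; fluorescence polarization (620/688 nm) read before and after 90 min at 30 °C.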
Apoferritin bind: candidate novel general anesthetic via apoferritin binding; 0.074% of 350,000 active; apoferritin/1-aminoanthracene competitive binding, fluorescence; Potency, µM (highest dose often 77.5 µM), for inactives: at the top dose activity change, negative = displacement, actives largely listed as inhibitors; note: potency is the fitted concentration of half-maximal effect; % is set by controls: 0 for no effect and ±100 for the full control effect; nearly all actives have a fitted effect of over 20% in size
Target sequence (P02791 2-175 limits assumed): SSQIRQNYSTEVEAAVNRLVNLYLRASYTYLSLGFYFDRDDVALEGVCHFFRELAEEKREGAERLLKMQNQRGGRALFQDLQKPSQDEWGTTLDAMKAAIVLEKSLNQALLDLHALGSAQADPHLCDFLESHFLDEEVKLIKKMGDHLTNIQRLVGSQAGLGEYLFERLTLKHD
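Probe: 1-aminoanthracene (50% saturated, PBS). Protein: horse-spleen apoferritin, 10 uM. Incubation: 10 min, room temperature. Detection: 380 nm excitation, 535 nm emission. Analysis: normalized response, four-parameter Hill.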
APE1 inh: blocks human APE1 abasic DNA cleavage; P27695; recombinant APE1, TAMRA/BHQ-2 abasic DNA cleavage fluorescence; Potency, µM (highest dose often 65.8 µM), for the others: top-dose activity change, negative = inhibition, hits mostly inhibitors; 0.35% of 350,000 active; AID 2517;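 note: potency is the fitted concentration of half-maximal effect; plate controls were vehicle for no effect and reference inhibitor for full effect; nearly all actives have a fitted effect of over 55% in size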
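0.75 nM APE1 + cpd, 15 min RT; start w/ 50 nM TAMRA/BHQ-2 THF-abasic dsDNA; kinetic fluor 525/598 nm ×3 reads @60 s; Δ(read3−read1); normalized to DMSO and NSC13755 control wells.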
Pol beta inh: DNA polymerase beta (human) inhibition | 1.3% of 340,000 active | Potency, µM (doses to about 114 µM), inactives show top-dose activity change, negative = inhibition, actives largely listed as inhibitors | P06746 | Pol beta primer extension/strand displacement, fluorescence kinetic | AID 485314; note: potency is the fitted concentration of half-maximal effect; % is set by controls: 0 for no effect and ±100 for the full control effect
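Preincubation: enzyme (10 nM) with compound, 15 min, RT. Reaction: substrate added to 50 nM final. Reads: 0 and 10 min. Analysis: normalized, Hill fit.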
ERG Ets-DNA blk: blocks human ERG Ets domain binding to DNA | 0.028% of 370,000 active | P11308 | AID 624246 | Potency, µM (doses to about 76.9 µM), for inactives: top-dose FP activity, negative = inhibition, most hits filed as inhibitors | fluorescence polarization, His-ERG Ets domain / labelled DNA; active = well fitted inhibition curve with a large enough effect in the polarisation, with a control signal flat; inconclusive = small, poorly fitted or top-dose-only effect, or effect the other way, or a change in a side signal; inactive = no such curve, though single readings can be large or run the other way; the % refers to the polarisation;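 note: polarization taken with two DNA probes labelled with fluorescein and Texas red; potency is the fitted concentration of half-maximal effect; % of control where 0% means no effect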
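His-tagged ERG Ets domain (1 uM in the protein solution; 300mM KCl, 50mM Tris-HCl, 1mM EDTA, 1mM DTT, pH 7.5) received compound, then a probe mix of 5 nM fluorescein-DNA and 100nM Texas-615-DNA. Fluorescence polarization was read for both dyes.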
ALOX12 inh: blocks human arachidonate 12S-lipoxygenase; 1.1% of 580,000 active; Potency, µM (top dose mostly 108 µM), for inactives: top-dose activity change, negative = inhibition, hits mostly inhibitors; purified 12hLO, xylenol orange hydroperoxide absorbance; P18054; note: potency is the fitted concentration of half-maximal effect; % is set by controls: 0 for no effect and ±100 for the full control effect
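Hydroperoxide product was detected by ferrous iron/xylenol orange as the 573 to 405 nm absorbance ratio. Arachidonic acid at 40 uM (final) was turned over for 30 min at room temperature by 150 nM human 12hLO, pH 7.0 Hepes buffer, after 15 min compound preincubation.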
LDHA block: LDHA (human) enzyme inhibition; P00338; purified LDHA, NADH/diaphorase-resazurin fluorescence; hits give low values; activity change, % (values are at about 110 or 230 µM); 0.15% of 480,000 active; in the data active = activity change below about -30%; inconclusive = mostly about -25% to -30%;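 note: plate controls were DMSO wells for no effect and wells without enzyme for full effect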
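Human LDH5 (2 nM) was incubated with 0.06 mM NADH and 0.2 mM pyruvate for 5 min at room temperature in Tris pH 7.4. Remaining NADH was coupled through diaphorase/resazurin, and resorufin fluorescence was read at 0 and 20 min.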
* = called active by the depositor; ? = inconclusive; / = not tested or not shown; [ ] = dose if it differs, or a comment. Unless noted, calls come from the whole dose curve; as a rule, active = well fitted curve in the direction sought with a large enough effect; inconclusive = small, poorly fitted or top-dose-only effect, or another doubt; inactive = no such curve, though single readings can be large; an effect the other way counts as inactive or inconclusive. An excerpt, so the mix of outcomes need not match the whole.

1. CCOC(=O)N1CCN(C(=O)CN(C)S(=O)(=O)c2ccc3c(c2)c(=O)n(C)c(=O)n3C)CC1
2. Cc1cccc(N(C)S(=O)(=O)c2nnc(NC(=O)C(C)Oc3ccccc3)s2)c1 (centres undefined)
3. CCc1ccc2c(c1)/C(=C/C(=O)c1cccs1)C(=O)N2
4. COc1ccc(NC(=O)CN(C)S(=O)(=O)c2cccc3cccnc23)cc1
5. FC(F)(F)c1ccc2nnc(-c3c(Cl)cccc3Cl)n2c1

Assay by compound,1,2,3,4,5
Pol kappa inh,4%,-26%,-10%,1%,-2%
Pol eta inh,3%,-11%,-3%,-9%,-6%
RGS4 inh,6%,?,?,-6%,8%
Apoferritin bind,-4%,13%,?,-6%,-7%
APE1 inh,1%,/,-1%,3%,2%
Pol beta inh,5%,-20%,0%,2%,14%
ERG Ets-DNA blk,2%,-1%,-6%,-5%,-9%
ALOX12 inh,6%,-7%,?,3%,5%
LDHA block,-1,-15,7,0,2

6. COc1cc(-c2nc(CN3CCN(CC(C)C)C(=O)[C@@H]3C)c(C)o2)ccc1F
7. Cc1ccc(NC(=O)c2ccc([N+](=O)[O-])o2)cc1S(=O)(=O)N1CCOCC1
8. O=C(Nc1ccccc1)O/N=C1\CCCCC1c1ccc([N+](=O)[O-])cc1[N+](=O)[O-] (centres undefined)
9. c1ccc(Cc2nc3ccccc3n2Cc2ccccc2)cc1
10. NNC(=O)c1ccc(Cn2cc(Cl)cn2)cc1

Assay by compound,6,7,8,9,10
Pol kappa inh,-2%,-5%,-6%,-11%,-9%
Pol eta inh,-4%,-10%,-21%,-1%,-19%
RGS4 inh,-5%,3%,0%,34%,-8%
Apoferritin bind,-12%,?,?,6%,-6%
APE1 inh,-1%,?,0%,9%,4%
Pol beta inh,?,3%,-6%,18%,15%
ERG Ets-DNA blk,6%,2%,0%,6%,/
ALOX12 inh,0%,1%,5%,0%,29%
LDHA block,6,14,2,-1,-13

11. Cn1c(Cc2ccccc2)nnc1SCC(=O)Nc1ccc(N2CCOCC2)cc1
12. Cc1cc(NS(=O)(=O)c2ccc(NC(=O)CSc3nc4sc(C)c(C)c4c(=O)[nH]3)cc2)no1
13. Cc1cc(C(=O)N/N=C/c2ccc([N+](=O)[O-])s2)n[nH]1
14. C=CCC(C#Cc1ccccc1)N(C)C (centres undefined)
15. O=[N+]([O-])c1ccc(Nc2ccc(N3CCOCC3)cc2)c([N+](=O)[O-])c1

Assay by compound,11,12,13,14,15
Pol kappa inh,-4%,-10%,-4%,-4%,-9%
Pol eta inh,-13%,6%,-9%,-21%,1%
RGS4 inh,0%,5%[56.9 µM],7%,-7%,45%
Apoferritin bind,-3%,-1%,2%,-20%,-6%
APE1 inh,-12%,10%,-5%,-1%,6%
Pol beta inh,6%,5%,7%,-11%,11%
ERG Ets-DNA blk,-18%,-15%,15%,10%,-3%
ALOX12 inh,-8%,-16%,?,?,-3%
LDHA block,-6,-6,1,3,-2

Full records from above:
Record of Cn1c(Cc2ccccc2)nnc1SCC(=O)Nc1ccc(N2CCOCC2)cc1 : Pol kappa inh = -4%; Pol eta inh = -13%; RGS4 inh = 0%; Apoferritin bind = -3%; APE1 inh = -12%; Pol beta inh = 6%; ERG Ets-DNA blk = -18%; ALOX12 inh = -8%; LDHA block = -6
Record of Cc1cc(NS(=O)(=O)c2ccc(NC(=O)CSc3nc4sc(C)c(C)c4c(=O)[nH]3)cc2)no1 : Pol kappa inh = -10%; Pol eta inh = 6%; RGS4 inh = 5%[56.9 µM]; Apoferritin bind = -1%; APE1 inh = 10%; Pol beta inh = 5%; ERG Ets-DNA blk = -15%; ALOX12 inh = -16%; LDHA block = -6

Following part.
16. Cc1ccc(S(=O)(=O)N(C)CC(=O)OCC(=O)N2CCCC2=O)cc1
17. COc1ccc(CCNC(=O)C(=O)NCCOc2ccccc2)cc1OC
18. CC1(C)CC(=O)C(CC2CCCCC2=O)C(=O)C1 (centres undefined)
19. COc1ccc(NC(=O)Nc2ccc3c(c2)C(=O)N([C@H](C)CO)C[C@H](C)[C@@H](CN(C)S(C)(=O)=O)O3)cc1
20. O=C(CSc1n[nH]c(-c2ccncc2)n1)c1ccccc1

Assay by compound,16,17,18,19,20
Pol kappa inh,6%,-24%,-11%,1%,-7%
Pol eta inh,-20%,-13%,-4%,-19%,-5%
RGS4 inh,-8%,18%,15%,-8%,-8%
Apoferritin bind,0%,-2%,3%,/,-8%
APE1 inh,-1%,23%,-1%,-3%,2%
Pol beta inh,1%,37%,1%,/,-27%
ERG Ets-DNA blk,-10%,0%,0%,-7%,/
ALOX12 inh,1%,11%,107%[activator],-2%,11%
LDHA block,-6,-5,-16,-2,3

21. CC[C@]12c3[nH]c4ccc(OC)cc4c3CCN1C(=O)C(CC(=O)NCc1ccc(OC)c(OC)c1)C[C@@H]2C(=O)N1CCN(C(=O)C2CC2)CC1 (some centres undefined)
22. Cn1cncc1C#Cc1c(C=O)[nH]c2ccccc12
23. COc1ccc(NC(=O)CN(c2ccc(OC)cc2)S(=O)(=O)c2c(C)nn(C)c2C)cc1
24. CC(C)Cc1nnc(NC(=O)CCC(=O)N2CC(C)CC(C)C2)s1 (centres undefined)
25. CCN(CC)S(=O)(=O)c1ccc(C)c(NC(=O)CNCc2ccccc2OC)c1

Assay by compound,21,22,23,24,25
Pol kappa inh,6%,-5%,-9%,-24%,6%
Pol eta inh,-19%,-5%,-2%,-6%,-8%
RGS4 inh,-28%,-17%,28%,-16%,2%
Apoferritin bind,/,/,-4%,-3%,2%
APE1 inh,-2%,-9%,2%,22%,-12%
Pol beta inh,/,/,10%,3%,14%
ERG Ets-DNA blk,-15%,6%,9%,13%,-8%
ALOX12 inh,12%,-34%,?,9%,13%
LDHA block,0,1,-11,-6,-14

26. O=C(NC1CCN(C(=O)NCc2ccccc2)CC1)c1ccccc1
27. CCN(CC)CCCN1C=C2C(=O)C(C)(OC(=O)C3CCCC3)C(=O)C=C2C=C1c1ccsc1 (centres undefined)
28. Cc1ccc(OCCn2c(CCCO)nc3ccccc32)cc1
29. O=C(N/N=C/c1cccnc1)C1CCCN(S(=O)(=O)c2ccccc2)C1 (centres undefined)
30. NC(=O)c1oc2ccccc2c1NC(=O)c1nc2ccccc2s1

Assay by compound,26,27,28,29,30
Pol kappa inh,-7%,?,-7%,-3%,-23%
Pol eta inh,-7%,?,-12%,-1%,?
RGS4 inh,-2%,-16%,5%,-23%,-17%
Apoferritin bind,-1%,-2%,-16%,-15%,-10%
APE1 inh,-13%,-2%[12.4 µM],3%,-8%,-2%
Pol beta inh,1%,-2%,6%,-3%,?
ERG Ets-DNA blk,3%,-4%,-2%,-4%,-5%
ALOX12 inh,12%,?,-26%,0%,218%[activator]
LDHA block,-12,12,-2,-5,-2

Quoted from the listing:
Entry for O=C(NC1CCN(C(=O)NCc2ccccc2)CC1)c1ccccc1 in LDHA block: -12
Entry for NNC(=O)c1ccc(Cn2cc(Cl)cn2)cc1 in APE1 inh: 4%

The list goes on:
31. CCCCNc1nc(Oc2ccc(OCCC)nn2)nc(N(C)C)n1
32. Cc1ccsc1C(=O)OCC(=O)c1cc2ccccc2o1
33. Clc1ccc(-n2ncc3c(NCCN4CCOCC4)ncnc32)cc1
34. COc1cc(CN=Cc2c(O)n(Cc3ccccc3)c(=S)[nH]c2=O)cc(OC)c1
35. CCCn1c(N)c(N2CCCCC2)c(=O)n(CC(=O)Nc2ccc(C(C)=O)cc2)c1=O

Assay by compound,31,32,33,34,35
Pol kappa inh,-3%,-10%,-10%,-1%,-10%
Pol eta inh,/,-4%,-6%,-23%,1%
RGS4 inh,-17%,-1%,29%,-10%,14%
Apoferritin bind,7%,?,-1%,-18%,/
APE1 inh,/,-6%,-7%,14%,3%
Pol beta inh,0%,11%,-5%,-18%,/
ERG Ets-DNA blk,-3%,/,-1%,12%,-3%
ALOX12 inh,?,-10%,0%,88%[activator],5%
LDHA block,-4,2,-3,6,-8

36. COc1ccc(C(=O)COC(=O)c2cc(S(=O)(=O)N3CCCCC3)ccc2N2CCOCC2)c(OC)c1
37. Cn1c(CNC(=O)CCNC(=O)c2ccccc2)cc(=O)n(C)c1=O
38. CCOc1ccc(NC(=O)[C@H](C)NC(=O)C2CC(=O)N(c3ccc(OC)cc3)C2)cc1 (some centres undefined)
39. Cc1ccc2oc(-c3cccc(NC(=O)c4cccc5c(Br)cccc45)c3)nc2c1
40. Cc1ccc(-c2nnc(-c3ccc(NC(=O)c4ccco4)cc3)o2)cc1

Assay by compound,36,37,38,39,40
Pol kappa inh,-6%,-21%,-17%,0%,-15%
Pol eta inh,-13%,-2%,-3%,4%,?
RGS4 inh,12%,10%,6%,-25%,-11%
Apoferritin bind,/,21%,-7%,3%,-2%
APE1 inh,-4%,68%[activator],67%[activator],/,12%
Pol beta inh,/,3%,1%,-17%,-12%
ERG Ets-DNA blk,1%,3%,-2%,7%,2%
ALOX12 inh,-6%,15%,-10%,-3%,9%
LDHA block,-3,-9,2,-5,1

Three compounds already listed, arranged by their value in Pol eta inh, rising:
no. | SMILES | Pol eta inh
2 | Cc1cccc(N(C)S(=O)(=O)c2nnc(NC(=O)C(C)Oc3ccccc3)s2)c1 (centres undefined) | -11%
25 | CCN(CC)S(=O)(=O)c1ccc(C)c(NC(=O)CNCc2ccccc2OC)c1 | -8%
12 | Cc1cc(NS(=O)(=O)c2ccc(NC(=O)CSc3nc4sc(C)c(C)c4c(=O)[nH]3)cc2)no1 | 6%
